Screens deposited in PubChem by several laboratories.
Lipid droplet = modulators of hepatic lipid droplet formation; AML12 mouse hepatocytes, oleate lipid droplets, BODIPY imaging; AID 1656; inhibition, % at 6.5 µM; 240,000 tested, 0.4% active;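 active = lipid droplet intensity inhibited by at least 50%, with more than 500 cells counted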
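Material – AML12 mouse liver cells · Also added – oleate loading, 100 µM · Compound dosing – 6.5 µM single-point dosing · Times – overnight treatment with compound plus oleate · Measured by – fluorescence imaging, 20x objective, two fields per well · Read-out – percent inhibition of filter-corrected integrated lipid droplet intensity per well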
Autophagy HCS = alters autophagy in cells; MEF GFP-LC3 puncta imaging; test concentration mostly 10 µM; calls only at 10 µM (by protocol); 190,000 tested, 0.98% active; AID 463193;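 active = percentage of spot-positive cells more than 3 SD above its plate mean, without a fluorescence outlier flag or 80% toxicity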;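 also: spot-positive cell cutoff set from DMSO-treated cells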
TNAP activation fold = human TNAP enzyme activators, primary screen, biochemical, luminescent, no phosphate acceptor, uHTS (AID 1001). one-dose activation fold at 20 µM; EC50 in µM for titrated hits. purified TNAP, luminescent activation assay, no phosphate acceptor; higher activation fold means a stronger effect. 200,000 tested, 0.03% active; in the data active = activation fold from about 3, or a potency from the dose series; inactive = the rest, 99 in 100 with activation fold below about 1.6; also: many of its hits are not listed in these tables
human PMI inhibition = inhibitors of human PMI, primary screen, biochemical, fluorescence intensity, coupled assay (AID 1209); inhibition, % at 20 µM; hits with a dose series show IC50 in µM; purified PMI enzyme, coupled fluorescence intensity; higher % means a stronger effect; 190,000 tested, 0.42% active;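 also: plate controls were DMSO vehicle for no effect and wells lacking substrate for full effect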
MT stabilizer = microtubule stabilization, imaging screen; HeLa tubulin immunostaining HCS, 24 h; share of cells brighter than vehicle mean+2SD; 200,000 tested, 0.83% active; % tubulin-high responders, % at 10 µM;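 active = plate Z-score above 3 for both tubulin-high and condensed-nucleus cell shares, with cell loss under 80%, at 10 µM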;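 also: anti alpha tubulin signal scored within the nucleus-defined area of each cell; some results filed as inactive read as strong as hits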
bCat nuc transl = alters nuclear translocation of beta-catenin in HeLa cells | immunofluorescence imaging | nuclear translocation activity, % at 5 µM | 190,000 tested, 0.3% active | AID 1665;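 active = nuclear translocation activity above 50% at 5 µM, with a well cell count of 50 or more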;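 also: per-cell ratio of nuclear to cytoplasmic median beta-catenin stain intensity; plate controls were DMSO negative control for no effect and GSK-3 inhibitor IX positive control for full effect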
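Assay system: human HeLa cells, native beta-catenin; doses: 5 µM primary, 0.02–20 µM confirmation; incubation: compound treatment 24 h, 37°C, 5% CO2; technique: fluorescence imaging of beta-catenin antibody stain plus DAPI; measure: % activation, nuclear-to-cytoplasmic median beta-catenin signal ratio per cell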
PMI inhibition = human PMI inhibitors, high substrate, primary screen, biochemical, fluorescence intensity, high mannose 6-phosphate (AID 1220); recombinant PMI enzyme, coupled fluorescence intensity; higher % means a stronger effect; inhibition, % at 20 µM, or IC50 in µM where a hit was titrated; 190,000 tested, 0.66% active
T cell HTS = T cell immune modulation candidate; calls only at 7 µM; 2C CD8+ T cell-vesicle binding, flow cytometry; hits give low values; 330,000 tested, 0.068% active;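 active = response, share of CD8 T cells binding vesicles, and their 90th percentile fluorescence all below set limits, cut at about 80% in these data, passing the limit was not always enough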
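Also added: QL9-peptide-loaded Drosophila micro-vesicles bearing Ld, ICAM-1 and B7-1; Test system: purified 2C TCR transgenic mouse naive CD8+ T cells; Measured by: cytometric PE anti-B7-1 and Alexa647 anti-CD8 signals after 1% paraformaldehyde fixation; Timing: binding step 1.5 h, 37 °C, antibody labelling 20 min, ice.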
Ins promoter up = MIN6 insulin promoter up-regulation; MIN6 insulin promoter-GFP reporter, high-content imaging; hits give high values; z-score at 5 µM; 190,000 tested, 0.3% active;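 active = z-score above 3 at 5 µM with at least 500 cells counted in the well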
Ins promoter up cell count = recorded beside Ins promoter up, whose call it bears; cell count; measured here: cytotoxicity, nuclei count;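 total cells summed across four imaged fields per well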
Lipid droplet cells 6.5 µM = further read-out of Lipid droplet, marked with its call; cell count; measured here: cell count, cytotoxicity flag;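 cells counted across two imaged fields per well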
bCat nuc transl cell count 5 µM = further read-out of bCat nuc transl, marked with its call; cell count; measured here: cell count, cytotoxicity flag
T cell HTS vesicle-bound % = recorded beside T cell HTS, whose call it bears; double positive events, %; measured here: CD8+ vesicle-bound cell fraction;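 binding gate set so that unloaded-vesicle control wells show 10% double positive cells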
MT stabilizer Hoechst-high % = also measured in MT stabilizer; calls as there; % Hoechst-high responders; measured here: nuclear condensation Hoechst responders;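 share of cells brighter than vehicle mean plus two SD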
MT stabilizer cytotoxicity % = also measured in MT stabilizer; calls as there; toxicity, %; measured here: cytotoxicity by cell density;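 0% = mean cell density of plate MIN control wells and 100% = no cells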
Autophagy HCS cell loss 18 h = second read-out of Autophagy HCS, no call of its own (marks repeat the call); toxicity, %; measured here: cell loss, nuclei count;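 cell loss after 18 h compound exposure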
Numbers without * were called inactive; i = inactive; . = not tested or not shown; + = active, no number. Rule as the data show it, unless noted: active = inhibition above about 50%; inactive = the rest.

The first four entries, ahead of the listing:
cpd	Structure	Lipid droplet	Lipid droplet cells 6.5 µM	Autophagy HCS	Autophagy HCS cell loss 18 h	TNAP activation fold	human PMI inhibition	MT stabilizer	MT stabilizer Hoechst-high %	MT stabilizer cytotoxicity %	bCat nuc transl	bCat nuc transl cell count 5 µM	PMI inhibition	T cell HTS	T cell HTS vesicle-bound %	Ins promoter up	Ins promoter up cell count
1	O=[N+]([O-])c1cc(C(F)(F)F)cc([N+](=O)[O-])c1NCCCN1CCOCC1	-4	685	i	18	1	11%	1.6	1.4	7.9	-0.3	1569	12%	i	30	-0.13	1371
2	O=C(CSc1nnc(CNC(=O)c2ccccc2F)o1)Nc1ccc2c(c1)OCO2	10	791	i	12	1	-12%	1.3	1.6	5.4	1.1	1077	-10%	i	34	0.04	1204
3	CCN(CC)C(c1ccc(C)cc1)c1nnnn1C1CCCCC1 (stereo not given)	-17	680	i	-1	1.2	8%	1.9	2.6	7.7	-0.5	1012	7%	i	17	-0.25	2027
4	O=C(CCN1CCC(c2ccccc2)C1)c1cccs1 (stereo not given)	.	.	i	5	1.1	-25%	1.0	1.7	5.4	-4.1	876	-28%	i	66	0.26	1158

The whole of this part (from the top)
cpd	Structure	Lipid droplet	Lipid droplet cells 6.5 µM	Autophagy HCS	Autophagy HCS cell loss 18 h	TNAP activation fold	human PMI inhibition	MT stabilizer	MT stabilizer Hoechst-high %	MT stabilizer cytotoxicity %	bCat nuc transl	bCat nuc transl cell count 5 µM	PMI inhibition	T cell HTS	T cell HTS vesicle-bound %	Ins promoter up	Ins promoter up cell count
1	O=[N+]([O-])c1cc(C(F)(F)F)cc([N+](=O)[O-])c1NCCCN1CCOCC1	-4	685	i	18	1	11%	1.6	1.4	7.9	-0.3	1569	12%	i	30	-0.13	1371
2	O=C(CSc1nnc(CNC(=O)c2ccccc2F)o1)Nc1ccc2c(c1)OCO2	10	791	i	12	1	-12%	1.3	1.6	5.4	1.1	1077	-10%	i	34	0.04	1204
3	CCN(CC)C(c1ccc(C)cc1)c1nnnn1C1CCCCC1 (stereo not given)	-17	680	i	-1	1.2	8%	1.9	2.6	7.7	-0.5	1012	7%	i	17	-0.25	2027
4	O=C(CCN1CCC(c2ccccc2)C1)c1cccs1 (stereo not given)	.	.	i	5	1.1	-25%	1.0	1.7	5.4	-4.1	876	-28%	i	66	0.26	1158
5	CCC(CC)NC(=O)c1oc2ccccc2c1COc1ccccc1	-3	668	i	-3	1.1	24%	8.1	2.5	9.9	2.4	991	14%	i	46	1.6	1582
6	O=C(Nc1ncccn1)c1cc([N+](=O)[O-])cc([N+](=O)[O-])c1	2	621	i	-6	1.1	-22%	5.6	1.7	6.9	-1.8	1152	-21%	i	40	0.12	1403
7	Nc1nc(OCC(F)(F)F)cc(Oc2ccccc2F)n1	.	.	i	7	1.1	9%	2.8	2.6	10	-2.1	930	15%	i	49	0.29	1077
8	CCCn1c(=S)[nH]c2cc(C(=O)N3CCc4ccccc4C3)ccc2c1=O	7	701	i	-2	1	-8%	1.7	1.7	3.1	-0.8	1112	-5%	i	61	0.07	1262
9	COc1ccc(S(=O)(=O)NCc2ccco2)cc1-c1nnc2c3ccccc3c(C)nn12	-16	719	i	6	1	5%	3.4	2.4	6.4	-0.5	1067	0%	.	.	-0.74	1295
10	O=C(Cn1nnc2ccccc21)N/N=C\c1cccs1	-1	562	i	-5	1.1	12%	2.0	3.7	9.3	-1.1	1131	2%	i	47	0.98	1561
11	COc1ccc(S(=O)(=O)Nc2ccc3c(c2)OCCO3)cc1Cl	-8	759	i	4	1.1	14%	2.2	0.2	48	.	.	10%	i	22	.	.
12	N#CC(C(=O)c1ccccc1Cl)=C1SCCCS1	1	779	.	.	.	.	.	.	.	0.3	1297	.	i	42	0.33	1123
13	CCc1c(C#N)c(N)nc(SCC(=O)OCc2ccccc2)c1C#N	.	.	i	0	1.1	12%	3.9	2.4	6.1	-2.6	1204	9%	i	10	1.2	1313
14	Cc1ccc(NC(=O)C2CC(=O)Nc3nncn32)cc1 (stereo not given)	-5	686	i	-6	1.1	4%	2.5	1.7	7.8	-2.8	1105	0%	i	27	.	.
15	O=C(NCc1cccnc1)NC1CC(=O)N(c2ccc3c(c2)OCCO3)C1 (stereo not given)	12	716	i	2	1.1	4%	4.0	2.7	4.9	0.2	1106	11%	i	35	-0.09	1293
16	Oc1ccccc1/C=N/NC(=S)NC1CC2CCC1C2 (stereo not given)	6	720	.	.	.	.	.	.	.	-2.4	1140	.	i	20	-0.09	1349
17	CCN1CCN(C(=S)Nc2ccc(C(C)=O)cc2)CC1	1	677	i	4	1.1	-4%	3.9	1.6	2.7	-2.5	1155	-6%	i	6	-0.67	1485
18	CCCCC(=O)NC(NC(=S)N1CCOCC1)C(Cl)(Cl)Cl (stereo not given)	3	788	i	5	1	7%	1.4	1.7	9.6	0.0	1042	0%	i	39	2.5	789
19	COC(=O)CSc1nnc([C@H](Cc2ccccc2)NC(=O)OC(C)(C)C)o1	.	.	i	-2	1.1	-1%	2.0	1.3	7.1	-1.4	872	1%	i	44	0.93	1156
20	Cc1ccccc1NC(=O)CSc1nc(Nc2ccccc2)nc(N2CCOCC2)n1	2	584	i	-6	1	11%	4.3	1.2	10	.	.	9%	i	48	-0.76	1244
21	COc1ccccc1CN=C1NC(=O)C(CC(=O)Nc2ccc(C(C)=O)cc2)S1 (stereo not given)	0	737	.	.	.	.	.	.	.	0.1	1290	.	i	54	0.52	1140
22	Cc1ccc(C)c(OCCCC(=O)N2CCOCC2)c1	8	775	i	-9	1	8%	2.4	2.5	7.0	0.4	1042	-3%	i	61	.	.
23	Cc1cc2nnc(SC(C)C)n2c2ccccc12	1	712	i	-4	1	-5%	2.9	1.8	2.6	2.0	1110	-5%	i	49	.	.
24	CCn1ncc(Br)c1C(=O)Nc1cc(C)cc(C)c1	-20	693	i	10	1.1	8%	2.1	2.4	7.7	0.3	459	4%	i	38	0.81	1261
25	CC(C)c1csc(CN2CCC(CO)(Cc3cccc(F)c3)CC2)n1	1	719	i	1	1	2%	2.1	2.2	6.9	1.4	990	-1%	i	33	0.82	1455
26	O=C(N/N=C/c1c[nH]c2ccccc12)c1cc(-c2ccc(-c3ccccc3)cc2)n[nH]1	.	.	i	3	1	4%	12	8.7	18	13	1325	1%	i	38	0.3	1674
27	CCN1CCN(C(=O)CSc2cc(=O)n(CC)c3ccccc23)CC1	4	752	i	5	1.2	-5%	3.6	2.4	7.2	.	.	-6%	i	36	.	.
28	COc1ccc(C(=O)NC(=S)Nc2ccccc2N2CCOCC2)cc1[N+](=O)[O-]	-8	679	i	1	1	15%	2.2	1.6	7.2	.	.	12%	i	52	-0.04	1194
29	O=C(O)c1ccccc1NC(=S)NC(NC(=O)c1ccccc1[N+](=O)[O-])C(Cl)(Cl)Cl (stereo not given)	.	.	i	2	1.1	6%	2.9	1.1	2.5	-0.7	1383	1%	i	29	-0.24	1759
30	N#Cc1ccsc1NC(=O)c1ccc(Cl)c([N+](=O)[O-])c1	-28	697	.	.	.	.	.	.	.	1.2	1193	.	i	26	-1	943
31	CSCC[C@H](NC(=O)C1=NN(c2c(F)c(F)cc(F)c2F)C(=O)CC1)c1nc2ccccc2[nH]1	-8	694	.	.	.	.	.	.	.	-1.1	1341	.	i	15	-0.59	1074
32	CCOc1ccc(-c2cc(CCCC(=O)NCCc3ccc(OC)c(OC)c3OC)no2)cc1	.	.	i	-20	1.1	4%	4.9	5.2	7.7	0.3	1371	4%	i	17	-0.65	889
33	COC(=O)C1=C(CN2CCCc3ccccc32)NC(=O)NC1c1ccc(F)cc1 (stereo not given)	.	.	i	20	1.1	-34%	4.4	2.7	9.9	-3.2	959	-94%	i	36	-0.99	1314
34	CCCCNC(=O)C1CCN(Cc2ccc(OCc3ccccc3)cc2)CC1	3	674	i	-9	1.1	0%	4.9	2.3	3.7	4.1	1247	-3%	i	54	-0.62	723
35	O=c1[nH]cc(C(F)(F)F)cc1NS(=O)(=O)c1ccc([N+](=O)[O-])cc1	6	643	i	6	1.6	0%	4.8	3.0	5.1	0.0	1115	24%	i	42	0.5	1223
36	CCN(CC)S(=O)(=O)c1ccc(C(=O)Nc2cc3oc4ccccc4c3cc2OC)cc1	7	469	+	-12*	1.1	-5%	5.0	4.1	1.6	-0.5	966	10%	i	30	-0.61	1328
37	C/C(CC(=O)Nc1ccccc1C)=N\NC(=O)Cc1csc(N)n1	-8	684	i	2	1	7%	1.8	1.6	8.6	0.4	957	5%	i	37	0.41	1856
38	Cc1ccc(CN2CCS(=O)(=O)CC2)cc1	.	.	i	16	1.1	3%	2.6	1.6	4.4	.	.	10%	i	20	.	.
39	O=C(O)C1c2ccccc2C(=O)N(Cc2ccc(F)cc2)C1c1ccncc1 (stereo not given)	2	630	.	.	.	.	.	.	.	0.3	1312	.	i	50	1.2	1270
40	O=C(CSc1ccc2ccccc2n1)Nc1nsc(-c2ccc(Cl)cc2)n1	1	734	i	16	1.1	2%	3.8	3.3	1.0	2.3	1118	-1%	i	52	-0.21	1523
41	CN(Cc1ccccc1)C(=O)c1ccccc1NC(=O)c1ccco1	-44	764	i	-5	1.1	-8%	3.0	1.8	6.3	0.3	944	-10%	i	37	1.1	1109
42	CCOC(=O)/C(=C/Nc1ccc(F)cc1)[N+](=O)[O-]	15	615	.	.	.	.	.	.	.	-0.7	1322	.	i	16	-0.52	1068
43	O=C(O)C12CC3CC(C1)CC(n1cnc(Cl)n1)(C3)C2	.	.	i	-11	1.1	-3%	1.2	2.1	8.0	.	.	-9%	i	31	.	.
44	CC(=O)[C@@H]1[C@@H](C(=O)c2ccc(C)cc2)[C@]2(C(=O)Nc3ccccc32)[C@H]2C=Cc3cc(F)ccc3N12	-17	593	i	13	1	16%	6.7	0.9	8.9	0.1	912	23%	i	34	.	.
45	Cc1oc(CN2CCOCC2)cc1C(=O)O	-8	684	i	6	1.1	48%	4.6	1.0	5.3	1.1	981	-2%	i	50	0.06	1659
